FBW7 act: FBW7 E3 ligase activators, primary screen, biochemical, AlphaScreen, human | normalized activity (activation), % at 26.1 µM | actives 0.13% (n = 650,000) | AlphaScreen FBW7–phospho-cyclin E peptide binding, activator screen | AID 1259310, 2017 | F-box/WD repeat-containing protein 7 (Homo sapiens), Q969H0; in the data active = normalized activity above about 1.9%;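 note: purified mutant Fbw7 with reduced substrate affinity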
Target sequence (Q969H0 whole entry, looked up): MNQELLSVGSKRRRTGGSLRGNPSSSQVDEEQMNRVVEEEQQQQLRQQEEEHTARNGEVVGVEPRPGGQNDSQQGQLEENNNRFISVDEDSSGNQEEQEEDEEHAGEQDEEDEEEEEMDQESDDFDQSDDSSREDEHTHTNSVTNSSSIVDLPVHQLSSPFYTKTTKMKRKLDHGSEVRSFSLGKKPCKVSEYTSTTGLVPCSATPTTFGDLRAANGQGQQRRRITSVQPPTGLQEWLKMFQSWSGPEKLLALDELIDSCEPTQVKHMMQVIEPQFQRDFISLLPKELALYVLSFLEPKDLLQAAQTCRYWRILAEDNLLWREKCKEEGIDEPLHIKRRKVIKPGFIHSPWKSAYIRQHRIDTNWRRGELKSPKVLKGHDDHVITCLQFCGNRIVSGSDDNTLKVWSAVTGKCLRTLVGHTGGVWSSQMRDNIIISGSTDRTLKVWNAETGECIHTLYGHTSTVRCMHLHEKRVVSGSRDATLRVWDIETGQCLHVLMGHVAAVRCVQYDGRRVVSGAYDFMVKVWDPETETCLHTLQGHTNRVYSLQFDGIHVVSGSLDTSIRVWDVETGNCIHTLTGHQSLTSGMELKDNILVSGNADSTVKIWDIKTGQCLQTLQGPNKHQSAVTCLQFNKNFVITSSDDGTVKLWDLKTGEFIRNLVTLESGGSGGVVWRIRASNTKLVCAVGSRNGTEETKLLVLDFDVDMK
GPR151 activ: activators of human GPR151, primary screen, cell-based, PathHunter beta-arrestin, luminescence. PathHunter beta-arrestin GPR151 cells. activation, % at 11.2 µM. actives 1% (n = 650,000). AID 1508602, 2020; in the data active = activation above about 4.9%;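 note: 0% = median of compound wells and 100% = cells with positive control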
MITF primary: MITF inhibitors, primary screen, biochemical, AlphaScreen, human; AlphaScreen MITF homodimerization, bead proximity signal; actives 0.91% (n = 650,000); Microphthalmia-associated transcription factor (Homo sapiens), O75030; inhibition, % at 2.6 µM; in the data active = inhibition above about 50%;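 note: 0% = vehicle wells with protein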
TEAD-YAP inh: TEAD-YAP interaction inhibition, primary screen, TEAD-YAP interaction inhibitor project, luminescence, HEK-TIYL cells; TEAD-Gal4/YAP UAS-luciferase luminescence; inhibition, % at 9.12 µM; actives 1.4% (n = 640,000); in the data active = inhibition above about 32%;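 note: 0% = median of test compound wells and 100% = reference inhibitor wells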
Starred values were filed as active, the others as inactive; & = joins results of further samples.

canonical_smiles	FBW7 act	GPR151 activ	MITF primary	TEAD-YAP inh
CC(C)(C)OC(=O)N1CCN(C(=O)C2CCN(c3nc4ccccc4[nH]c3=O)CC2)CC1	0.2	0.6	12	3
C=CCN1C(=O)C2(Nc3ccccc3C(=O)N2c2ccccc2OC)c2ccccc21 (stereo not given)	-0.1	-0.5	-12	-3
Fc1c(F)c(N2CCCCC2)c(F)c(F)c1/C=C/CN1CCOCC1	0.8	-0.3	11	-24
Cc1nc(NCc2ccccn2)c2cc(-c3ccccc3)sc2n1	0.1	1.3	16	-5
O=C(N/N=C\c1ccccc1C(F)(F)F)c1n[nH]c2c1CCC2	-0.1	-3.5	-8	-13
CCOc1ccc(N2C(=O)CSC2c2ccncc2)cc1 (stereo not given)	0.3	0.4	15	13
NC(=O)SCC(=O)Nc1ccc(Br)cc1	-0.3	-1.3	-5	-1
COc1ccc(/C=C/c2nc(-c3ccccc3O)n[nH]2)cc1OC	0.1	0.6	-5	-74
CCOC(=O)C1=C(C)N(C)C(=O)NC1c1ccccc1F (stereo not given)	-0.1	0.7	5	0
O=C(Nc1cccc(F)c1)C1CC(=O)N(c2ccccc2)C1 (stereo not given)	-0.1	0.0	9	4
O=S(=O)(Nc1nc2ccccc2n2nnnc12)c1ccc(F)cc1	-0.1	1.1	-5	8
COc1ccc(C(=O)NCc2ccc3c(c2)cc(C)n3C)cc1	-0.4	-0.2	0	-4
Cc1cccc(Nc2nc(-c3cccnc3)cs2)c1	-0.3	0.0	-1	-84
O=C(NCCN1CCOCC1)c1ccccc1Br	0.4	-0.9	7	-10
O=C1NCCN1C(=O)c1ccc(Cl)c([N+](=O)[O-])c1	0.1	-0.5	1	7

(more compounds)
canonical_smiles	FBW7 act	GPR151 activ	MITF primary	TEAD-YAP inh
CCCC(C)NC(=O)c1cc(OC)c(OC)cc1[N+](=O)[O-] (stereo not given)	-0.2	-0.2	-10	5
O=C(c1cccnc1)N1CCN(c2ccc(Cl)cc2[N+](=O)[O-])CC1	0.0	0.8	-15	0
Cc1ccc2c(c1)CN(CC(=O)N1CCC(c3ccncc3)CC1)CC(c1ccsc1)O2 (stereo not given)	-0.1	-1.1	7	-7
COc1cccc(OC(C)C(=O)NNC(=S)Nc2ccc(F)cc2F)c1 (stereo not given)	-0.2	2.0	-3	5
Cc1ccc(O)c(/C=N/NC(=O)C2COc3ccccc3O2)c1 (stereo not given)	0.0	2.2	4	12
CC(=O)Nc1ccc(NC(=O)c2cnc(Nc3nccc4ccccc34)s2)cc1	-0.3	0.4	20	-12
Cn1c(CC(=O)NNC(=O)Cc2c(F)cccc2Cl)nc2ccccc21	-0.3	-1.3	-4	6
Cn1ccnc1C1(O)COC2(CCN(C(=O)c3cccs3)CC2)C1 (stereo not given)	0.5	4.7	-94	14
C=CCn1c(NC(C)=O)nc2ccccc21	0.1	-0.5	-20	-3
O=c1c2cnn(-c3ccccc3)c2nc(Cc2ccccc2)n1CCc1ccccc1	0.2	-0.6	3	5
Cc1ccc(-c2ccc(/C=C3/C(=N)N4N=C(CC(C)C)SC4=NC3=O)o2)cc1Cl	0.1	0.8	-7	8
CCOc1ccc(-n2c(C)nc3c(cnn3-c3ccccc3Cl)c2=O)cc1	-0.3	0.4	8	7
CCNC(=S)N/N=C/c1cccc(/C=N/NC(=S)NCC)c1	-0.2	0.1	-1	2
CC(C)(C)c1cc[n+](-c2[nH]c(=O)sc2C=O)cc1	0.1	0.7	18	-12
Cc1ccc2oc(=O)c3cnn(CC(=O)N(C)c4ccccc4)c3c2c1	-0.3	0.1	3	-3

Next part:
canonical_smiles	FBW7 act	GPR151 activ	MITF primary	TEAD-YAP inh
O=C(c1ccco1)N1CCN(Cc2nc3scc(-c4cccs4)c3c(=O)[nH]2)CC1	0.0	-2.5	-10	-10
COC(=O)CN(c1cc(C)cc(C)c1)S(=O)(=O)c1c(C)[nH]c(=O)[nH]c1=O	-0.1	-1.0	12	-2
Cc1cc(N2CCCCC2)nc2ccc(NC(=O)C(c3ccccc3)C3CCCC3)cc12 (stereo not given)	0.8	-0.5	3	2
Cc1ccc(-n2nc3c(c2NC(=O)C2CC2)CSC3)cc1	0.1	1.5	-6	-11
O=C(O)c1ccc2c(c1)NC(=O)C(CSCc1ccc(Cl)cc1)N2 (stereo not given)	0.1	0.0	6	4
N#Cc1c(NC(=O)c2noc3c2CCCC3)sc2c1CCC2	0.0	-0.5	10	-15
CC1CCc2c(sc3ncnc(NCc4ccco4)c23)C1 (stereo not given)	0.1	1.3	4	-1
Oc1ccccc1/C=N/NC1=NCCCCC1	0.1	-4.1	7	-39
COc1cc(Nc2nc(NCCCN3CCCC3=O)nc3c2ncn3C2CCCCC2)cc(OC)c1OC	0.1	0.4	19	-5
COCCCNC(=O)CC(NS(=O)(=O)c1ccc(Cl)cc1)c1ccco1 (stereo not given)	-0.1	1.5	-4	-5
CC(C)CNc1ncnc2c1c(-c1ccccc1)cn2-c1ccc(Cl)cc1	0.0	-0.4	6	-6
O=C(NCc1ccccc1Cl)c1ccc2c(c1)N(Cc1cccc(Cl)c1)C(=O)CS2	0.1	-0.4	10	14
Cc1cccc(OCCOCCNCCO)c1C	0.2	0.2	4	-8
Cc1cc(C(=O)N(C)C)ccc1[N+](=O)[O-]	-0.1	2.0	7	4
Cc1c(NC(=O)c2cc3ccccc3o2)cccc1-c1nc2cccnc2s1	-0.1	-1.2	3	-28

Other structures follow:
compound	FBW7 act	GPR151 activ	MITF primary	TEAD-YAP inh
COc1ccc(CN2CCNC(=O)C2CC(=O)N2CCCN(C(C)=O)CC2)cc1OC (stereo not given)	0.1	-0.6	-5	5
Cc1ccc(-n2cc(-c3ccccc3)c3c(N4CCN(C)CC4)ncnc32)cc1Cl	-0.2	3.1	-15	-7
CNC(=O)CN(c1ccc(OC)cc1)S(=O)(=O)c1ccccc1	0.1	-0.4	14	-2
CC1=C(C#N)C(NC(=O)c2ccccc2)(C(F)(F)F)C(=O)N1 (stereo not given)	0.1	0.4	3	3
Cc1cc(C)n2nc(C(=O)Nc3cccc4ccccc34)nc2n1	0.0	-1.3	-9	0
C=CCn1c(CC#N)nnc1N1CCOCC1	-0.1	-0.1	-2	-7
COc1ccc(/C=C2\N=C(c3ccccc3C)OC2=O)c(OC)c1	-0.1	-1.1	-181	-1
N#C/C(=C\c1ccc(-c2ccc(C(=O)O)cc2)o1)C(=O)Nc1ccccc1C(=O)O	0.0	0.2	19	1
N#Cc1c(-c2ccccc2)cc(-c2ccccc2)nc1SCCCC(=O)c1ccc(F)cc1	0.0	-1.4	4	1
COc1cc(NC(=O)c2ccccc2C(=O)O)c(OC)cc1NC(=O)Cc1ccccc1	0.1	-0.4	6	7
CCCCCC1=NN2C(=N)/C(=C\c3coc4ccccc4c3=O)C(=O)N=C2S1	-0.1	0.6	-7	-9
CCCC1CCC(C(=O)Nc2cc3c(ccc4ccccc43)oc2=O)CC1 (stereo not given)	0.0	1.1	5	-7
COc1cccc(S(=O)(=O)NC(Cc2ccccc2)C(=O)O)c1 (stereo not given)	-0.1	0.6	5	6
Cc1cc(NC(=O)CSc2nc3c(cc2C#N)CCC3)no1	-0.1	-1.2	1	-57
O=C(CN(Cc1ccccc1F)C(=O)c1ccco1)NCc1ccc(F)cc1	-0.1	0.6	17	-3
COc1ccc(-c2nc3cc(NC(=O)COc4ccccc4OC)ccc3o2)cc1	-0.1	-0.1	0	-19
CCn1nnc(NC(=O)COc2cccc(C)c2)n1	0.1	0.6	2	9
Cn1c(=N)n(CC(O)c2cccc3ccccc23)c2ccccc21 (stereo not given)	0.2	1.0	1	4
CCc1ccc(NC(=O)CSc2nc3cc4c(cc3c(=O)n2Cc2ccc(C(=O)N3CCN(c5ccccc5)CC3)cc2)OCO4)cc1	-0.3	0.5	-8	3
CN(C)C(=O)NC1NC(=O)NC1NC(=O)N(C)C (stereo not given)	-0.2	-0.2	-3	-1
CC(C)(C)c1ccc(CSc2nc3ccc(NC(=O)c4ccccc4)cc3s2)cc1	0.3	-1.2	-16	2
N#CC1(C#N)C(c2ccccc2Br)C(C(=O)c2ccccc2)C2C=Cc3ccccc3N21 (stereo not given)	0.6	-1.6	18	-12
COc1ccc(/C(C)=N/N=C2/NC(=O)C(CC(=O)Nc3ccc(C)cc3)S2)cc1 (stereo not given)	-0.1	-0.5	3	3
CCCN(CCC)S(=O)(=O)c1ccc(C(=O)Nc2nnc(-c3cccc([N+](=O)[O-])c3)s2)cc1	0.0	-0.5	-3	7
O=C(NCC(c1cccs1)S(=O)(=O)c1cccs1)c1ccc(F)cc1 (stereo not given)	0.0	-1.1	0	-9
CN1C(C(=O)Nc2ccccn2)=C(O)c2ccccc2S1(=O)=O	-0.1&-0.2&-0.2&-0.1&0.2	-0.9&1.3&0.2&-0.6&0.4	-4&-6&0&-3&17	-8&-9&3
CCc1ccccc1NC(=O)c1cc(OC)c(OC)cc1OC	-0.2	-0.1	2	10
COc1ccc(C(Nc2cc(C)on2)c2c(C)[nH]c3ccccc23)cc1OC (stereo not given)	0.0	1.0	7	1
CCOCCCNC(=O)C1CCN(C(=O)Nc2ccccc2)CC1	0.0	1.3	3	2
Fc1ccc(Br)cc1SCCc1ccncc1	0.1	-1.3	-1	5

New compounds follow:
compound	FBW7 act	GPR151 activ	MITF primary	TEAD-YAP inh
O=C(Nc1ccccc1)C1CCN(c2ccc(Nc3ccccc3)nn2)CC1	-0.2	-1.7	-7	-19
C=CCc1cccc2cc(C(=O)Nc3ccc(NC(C)=O)cc3)c(=O)oc12	0.4	-2.0	9	10
COC(=O)c1ccc(N2C(=O)c3ccc(Oc4cccc(N)c4)cc3C2=O)cc1	-0.2	0.9	-7	5
Cc1c(C(=O)Nc2nc3ccccc3s2)sc2ncn(CC(=O)N3CCCCC3C)c(=O)c12 (stereo not given)	0.0	0.2	-4	11
COc1ccc(NC(=O)Cn2nnc(-c3ccccc3)n2)c(OC)c1	0.6	-0.5	13	-5
O=C(c1ccc(NCc2ccc(F)cc2)c(S(=O)(=O)Nc2cccc(C(F)(F)F)c2)c1)N1CCCC1	-0.1	0.0	-3	-5
CCn1nnnc1SCC(=O)N(C1CCCCC1)C1CCCCC1	-0.1	0.9	1	-3
O=C1C(c2ccc(Cl)cc2)N(Cc2ccc(Cl)cc2)C(=O)CN1C1CCCCC1 (stereo not given)	-0.1	-0.1	12	-13
COc1cc(OC)c(S(=O)(=O)NCCCN2CCOCC2)cc1NC(C)=O	-0.1	-0.6	-2	0
CN(C)c1ccc(CN2CCC(C3(C)NC(=O)NC3=O)CC2)cc1 (stereo not given)	0.4	1.3	1	-24
Cc1nc2ccc(NC(=O)c3ccco3)cc2s1	-0.1	0.0	0	-45
N#Cc1ccc(C(=O)Nc2ccccc2C(F)(F)F)c(F)c1	-0.2	-0.6	-9	-1
CC1(C)CC(=O)C/C(=N\NC(=S)NCCc2ccccc2)C1	-0.2	1.9	22	-30
CC(Oc1ccc2c(c1)OCO2)C(=O)NNC(=O)Nc1cccc(C(F)(F)F)c1 (stereo not given)	0.7	3.9	11	10
Cc1cc(NC(=O)COc2ccccc2C)nc(C)n1	-0.1	-1.1	-2	-7
O=C(CCSc1nc(-c2ccco2)cc(C(F)(F)F)n1)NCc1ccncc1	-0.1	-1.1	12	-2
O=C(c1ccccc1)c1cccc(N=Cc2c(O)[nH]c(=O)[nH]c2=O)c1	0.1	-1.5	10	-2
C=CCN1CCN(C(=O)NS(=O)(=O)c2ccccc2)C(C(=O)N2CCCC2)C1 (stereo not given)	0.2	1.0	-2	3
O/N=C1\CCCc2nn(-c3ccccc3)nc21	0.2	-0.2	13	0
Cc1cc2c(s1)c1cnn(CC(=O)N3CCCC3)c(=O)c1n2C	0.6	0.6	16	-4
COc1cc(C=Nc2ccccc2)ccc1OCC(N)=O	0.1	0.1	13	-8
C=CCSc1nc2c(c(=O)n(C)c(=O)n2C)n1CC	0.2	-0.4	13	5
Cc1cccc(C)c1N(CN1C(=O)c2ccccc2C1=O)CN1C(=O)c2ccccc2C1=O	0.5	-0.7	12	12

Some of the entries above in a different format.
COc1cc(OC)c(S(=O)(=O)NCCCN2CCOCC2)cc1NC(C)=O
  FBW7 act: -0.1 | GPR151 activ: -0.6 | MITF primary: -2 | TEAD-YAP inh: 0
CN(C)c1ccc(CN2CCC(C3(C)NC(=O)NC3=O)CC2)cc1 (stereo not given)
  FBW7 act: 0.4 | GPR151 activ: 1.3 | MITF primary: 1 | TEAD-YAP inh: -24
Cc1nc2ccc(NC(=O)c3ccco3)cc2s1
  FBW7 act: -0.1 | GPR151 activ: 0.0 | MITF primary: 0 | TEAD-YAP inh: -45
N#Cc1ccc(C(=O)Nc2ccccc2C(F)(F)F)c(F)c1
  FBW7 act: -0.2 | GPR151 activ: -0.6 | MITF primary: -9 | TEAD-YAP inh: -1

Screening results as filed in PubChem BioAssay.

Outcome played no part in choosing rows; overall some 3.4% were active at least once.
